M1 agonist: M1 muscarinic receptor agonism; CHO-M1 cells, Fluo-4 calcium fluorescence, agonist mode; stronger effect = higher value; B-score at 10 µM; hit rate 3% among 64,000;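 active means fluorescence rise, raw or as B-score row- and column-corrected plate score, outside the 99.7% band of its plate's samples, either direction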
E coli RNAP: blocks E. coli RNA polymerase transcription | fluorescence transcription assay | inhibition, %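 (tested at 10 µM)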 | AID 559 | hit rate 0.2% among 62,000; in the data active means inhibition above about 20%;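 further: 0% = enzyme without compound and 100% = no enzyme blank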
5HT1a ag: 5-HT1a (human) receptor agonism; CHO 5-HT1a Ga15 NFAT-bla reporter, FRET ratio; 0% basal, 100% maximal reference agonist; activation, % at 10 µM; hit rate 0.56% among 65,000;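 active means activation above the screen-wide mean activation plus 3 SD, cut at about 19% in these data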;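 further: 0% = DMSO wells and 100% = 5-CT at EC100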
Her2 expr inh: Her2 kinase expression inhibition; SKBR-3 HER2 protein level, AlphaScreen, 18-24 h; stronger effect = lower value; hit rate 0.69% among 65,000; HER2 level % of control, % at 10 µM; AID 645; P04626;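 active means HER2 level under 5% of the carrier-only control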;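 further: 100% = DMSO carrier and 0% = 500 nM PU-H71 HSP90 inhibitor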
Target sequence (P04626 whole entry, looked up): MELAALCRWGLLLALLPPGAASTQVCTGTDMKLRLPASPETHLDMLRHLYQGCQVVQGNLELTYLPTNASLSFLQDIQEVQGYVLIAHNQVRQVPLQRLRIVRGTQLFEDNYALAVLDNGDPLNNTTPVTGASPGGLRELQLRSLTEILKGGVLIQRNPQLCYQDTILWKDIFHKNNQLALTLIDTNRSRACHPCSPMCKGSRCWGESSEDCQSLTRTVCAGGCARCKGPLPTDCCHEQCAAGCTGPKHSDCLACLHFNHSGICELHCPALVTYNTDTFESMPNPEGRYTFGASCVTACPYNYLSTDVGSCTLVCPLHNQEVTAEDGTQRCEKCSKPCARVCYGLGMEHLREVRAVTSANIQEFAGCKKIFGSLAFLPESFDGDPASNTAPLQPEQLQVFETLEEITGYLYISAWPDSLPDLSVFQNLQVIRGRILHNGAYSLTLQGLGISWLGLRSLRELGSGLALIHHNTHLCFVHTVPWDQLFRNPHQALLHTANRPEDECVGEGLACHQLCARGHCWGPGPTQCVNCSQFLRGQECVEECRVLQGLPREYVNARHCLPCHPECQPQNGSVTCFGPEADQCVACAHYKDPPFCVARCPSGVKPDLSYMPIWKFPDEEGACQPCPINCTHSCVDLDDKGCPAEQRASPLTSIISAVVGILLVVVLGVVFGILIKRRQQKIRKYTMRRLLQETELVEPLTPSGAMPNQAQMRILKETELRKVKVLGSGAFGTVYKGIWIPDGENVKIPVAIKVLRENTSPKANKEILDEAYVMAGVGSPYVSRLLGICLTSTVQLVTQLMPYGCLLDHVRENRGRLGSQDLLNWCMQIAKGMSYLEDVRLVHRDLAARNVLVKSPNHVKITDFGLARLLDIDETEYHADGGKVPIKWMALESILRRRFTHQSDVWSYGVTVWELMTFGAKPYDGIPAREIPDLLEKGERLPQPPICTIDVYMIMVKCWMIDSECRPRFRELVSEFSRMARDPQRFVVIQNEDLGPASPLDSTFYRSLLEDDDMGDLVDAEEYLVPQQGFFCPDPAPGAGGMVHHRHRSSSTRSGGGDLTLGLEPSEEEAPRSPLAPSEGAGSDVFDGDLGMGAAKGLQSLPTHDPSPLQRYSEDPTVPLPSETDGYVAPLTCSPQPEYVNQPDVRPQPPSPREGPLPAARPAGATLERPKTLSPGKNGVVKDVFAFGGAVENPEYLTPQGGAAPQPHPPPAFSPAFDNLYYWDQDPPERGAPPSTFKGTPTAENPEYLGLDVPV
Autofluor 339: intrinsic fluorescence of library compounds, ex339/em460 – biochemical, MLSMR library, data from DPM-DC assay, artefact control, profiling panel; compound autofluorescence, ex339/em460 nm, NADH buffer; stronger effect = higher value; 1 = no-compound wells, NADH background; fluorescence fold increase at 10 µM; hit rate 5.5% among 65,000;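 active means at 10 µM, mean starting fluorescence two-fold or more over control wells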;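 further: signal is the first read of a kinetic run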
Hsp90 block: displaces geldanamycin probe from tumor Hsp90; P07900; NCI-N417 lysate Hsp90, Cy3B-geldanamycin FP displacement; inhibition, % at 30 µM; hit rate 0.35% among 64,000;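 active means inhibition above 50%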;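 further: 0% = tracer plus lysate wells and 100% = tracer alone without lysate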
D1 allo mod: allosterically modulates the human D1 dopamine receptor; AID 641; P21728; B-score at 10 µM; hit rate 5.9% among 58,000; HEK293 D1, CRE-luciferase, dopamine EC30 potentiation; actives deviate in either direction;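 active means luminescence count or its row- and column-corrected plate score outside the 99.7% band of the plate's sample wells, on either side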
M1 antag: antagonists of rat M1 muscarinic receptor. CHO-M1 cells, Fluo-4 calcium, ACh EC80 antagonist mode; stronger effect = lower value. B-score at 10 µM. hit rate 3.4% among 64,000;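 active means calcium fluorescence response, raw or row-and-column corrected B-score, differing from the plate sample mean either way at a set confidence level, mostly lower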
NADH coupling: inhibitors of enzymes used to reach an NAD/NADH endpoint; coupled PK/LDH NADH assays, four targets; IC50, µM (top dose mostly 10 µM), for inactives: at the top dose inhibition; hit rate 0.02% among 65,000; AID 774;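 active means single-dose screening hits from any of four coupled enzyme assays that gave an IC50 when retested across doses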;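 further: the DPM-DC format reads NADH fluorescence rather than 340 nm absorbance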
The depositor's hits bear a star; · = no result given.

compound,M1 agonist,E coli RNAP,5HT1a ag,Her2 expr inh,Autofluor 339,Hsp90 block,D1 allo mod,M1 antag,NADH coupling
NC(=O)c1ccc(NC(=O)CCCc2nc(-c3ccccc3Cl)no2)cc1,-0.45,7,-2.5,116,1.1,-9,·,-0.073,4%
CN(C)S(=O)(=O)c1ccc(C(=O)NCCOc2ccccc2)cc1,-2.2,·,-1.1,186,1,-1,-0.49,0.43,4%
CC(C)(C)OC(=O)N1CCC[C@H]1c1nnc(SCc2c(F)cccc2Cl)o1,-0.39,2,4.2,93,1.1,-1,·,-1.3,1%
O=C(NC1CCCCCC1)C1CCN(S(=O)(=O)c2ccccc2)CC1,6.5*,2,-0.9,101,1.1,-3,-0.11,0.73,0%
c1ccc(Cc2nn3c(-c4ccncc4)nnc3s2)cc1,0.43,5,-1.7,91,1.1,2,2.3,-0.12,2%
CCc1ccc(CCC(=O)Nc2nnc(C)s2)o1,0.044,1,-3.1,71,1.1,-4,-0.33,0.38,4%
CC1(C)CC(=O)C(C=NCc2ccc3c(c2)OCO3)=C(O)C1,-0.0074,4,-3.1,81,1,1,0.11,0.25,2%
CCc1ccc(C(=O)COC(=O)CNC(=O)c2ccco2)cc1,0.0088,-3,1.4,132,1.1,-2,1.1,0.027,5%
CCN1CCN(CC(=O)Nc2ccccc2)C(=O)C1=O,-0.44,-1,0.7,107,1,1,0.2,-0.25,11%
COc1cccc(NC(=O)N2CCN(Cc3nc4ccccc4c(=O)[nH]3)CC2)c1,0.55,-4,2.2,82,1,1,0.19,0.059,3%
O=C(O)c1cc(NCc2cccs2)ccc1N1CCOCC1,-0.11,-2,-3.5,93,2.4*,-4,-0.88,0.17,5%
CC(=O)Nc1ccc(S(=O)(=O)N(C)c2ccccc2)cc1,-1.3,9,-1.5,76,1,-1,·,-0.52,0%
CCOc1ccc(CCNC(=O)C2CCCN(S(=O)(=O)c3c(C)n[nH]c3C)C2)cc1OCC (centres undefined),-0.57,8,-3.7,74,1.1,0,-0.43,-0.66,8%
Cn1c(=O)c2c(nc(SCC(=O)O)n2Cc2cccc(C(F)(F)F)c2)n(C)c1=O,0.2,4,-3.8,85,1,-5,0.82,-0.31,3%
CCCCn1nnnc1NCc1cc(OC)c(OC)cc1OC,-0.04,3,-3.0,94,1.1,-3,-0.91,0.073,7%
Cc1ccc(NC(=O)c2nnn(-c3cc(C)cc(C)c3)c2N)cc1,-0.73,-4,-2.3,105,1.2,1,-0.35,0.43,1%
CNC(=O)c1ncnnc1N(C)C(=O)NCc1ccccc1,-0.44,-1,1.1,116,1.1,3,0.0064,0.54,4%
COc1ccc(N2CCN(C(=O)CSc3nnc4n3C(C)(C)Cc3ccccc3-4)CC2)cc1,0.0097,10,-0.6,114,1,2,-0.46,-0.83,3%
Cc1c(C)[n+](=O)c2c(n1[O-])CCC2,2.5,0,1.2,147,1.1,-11,·,-0.36,3%
CCCCC(=O)Nc1ccc(C(=O)NCCCn2ccnc2)cc1,0,7,-4.1,81,1.1,-1,1.3,1.4,6%
c1ccc(CSc2nnc(SCc3ccccn3)s2)nc1,0.47,9,-0.4,67,1.1,2,0.38,-0.088,2%
COc1cccc(-c2nnc(SCCC(=O)O)n2C)c1,-1.4,-3,-1.4,95,1.1,0,-0.26,-0.14,5%
O=C(O)C1C2C=CC(C2)C1C(=O)OCc1ccccc1 (centres undefined),-0.51,·,-1.7,94,1.1,-3,-0.18,-0.27,7%
C=CCOC(=O)C1=C(C)NC(SCC(=O)OCC)=C(C#N)C1c1ccc(O)c(OC)c1 (centres undefined),0.98,-3,4.3,96,1,4,-0.49,-0.91,4%
CCNS(=O)(=O)c1c(C)cc(N2CCCC2=O)cc1C,-0.47,-6,-0.8,79,0.98,-4,-0.16,0.44,4%
Cn1c(=O)c2c(nc(NCCc3ccccc3)n2Cc2ccc(F)cc2)n(C)c1=O,-0.58,8,2.1,78,1.1,1,-2.4,-0.11,3%
CN(C)CCCNc1ncnc2c1cnn2-c1ccccc1,-0.28,8,-1.2,90,1.1,0,-1.3,-0.12,3%
CN(C)S(=O)(=O)c1ccccc1C#N,-0.046,1,0.0,69,1.1,-1,-0.28,0.12,4%
CCCn1c(SCC(=O)Nc2nnc(CC)s2)nnc1-c1ccco1,-0.76,6,0.7,82,1,-2,0.81,-0.27,8%
c1ccc(CSc2nnnn2-c2cccc3ccccc23)nc1,-0.18,5,1.1,117,1.1,-3,-0.91,-1.2,2%

Marked active in M1 agonist, among the entries above:
| SMILES | M1 agonist | E coli RNAP | 5HT1a ag | Her2 expr inh | Autofluor 339 | D1 allo mod | M1 antag | NADH coupling |
| --- | --- | --- | --- | --- | --- | --- | --- | --- |
| O=C(NC1CCCCCC1)C1CCN(S(=O)(=O)c2ccccc2)CC1 | 6.5* | 2 | -0.9 | 101 | 1.1 | -0.11 | 0.73 | 0% |

Next entries:
compound,M1 agonist,E coli RNAP,5HT1a ag,Her2 expr inh,Autofluor 339,Hsp90 block,D1 allo mod,M1 antag,NADH coupling
Cc1nc2ccc(S(=O)(=O)NCC(=O)N3CCOCC3)cc2s1,-0.66,2,-2.5,99,1.1,0,-0.11,0.3,5%
COc1ccc(N2C(=O)C3CC(C)=C(C)CC3C2=O)c(OC)c1 (centres undefined),0.52,3,-1.5,·,1.1,2,-1.3,-0.02,9%
CCNC(=O)N1CCNC(=O)C1CC(=O)Nc1ccc(C(=O)OCC)cc1 (centres undefined),-0.31,25*,-0.9,94,1,-1,-1.3,-0.13,9%
COc1ccc(Nc2oc(COc3cccc(C)c3)nc2C#N)cc1,-0.48,2,-0.9,78,1.1,-1,0.54,-0.43,7%
Cc1cnc(C)c(N2CCC(C(=O)NCc3ccco3)CC2)n1,-0.028,·,-3.1,131,1,-3,-0.15,-0.33,0%
COc1cccc(-c2ccc(=O)n(CC(=O)NCCN3CCOCC3)n2)c1,·,9,-0.4,83,1.1,-3,·,·,4%
Cc1ccc(S(=O)(=O)NCC(=O)N(CC(=O)NCC2CCCO2)C2CCCC2)cc1 (centres undefined),0.035,8,-1.5,128,1.2,-4,-0.52,1.4,4%
Cn1cnnc1SCC(=O)NCc1cccc(C(F)(F)F)c1,0.29,-2,-4.1,102,1,0,0.045,-0.29,2%
Cc1nn(-c2ccc(C(=O)O)cc2)c(N)c1-c1ccccc1,-0.14,6,-0.5,92,1.1,0,·,-0.54,6%
CCOc1cc(C#N)c(NC(=O)c2ccnn2C)cc1OCC,0.4,7,-4.1,91,1.1,-1,0.14,0.69,1%
COc1ccc2sc(N3C(=O)C4CC=C(C)CC4C3=O)nc2c1 (centres undefined),0.34,2,-0.8,107,1,-2,1.1,0.45,4%
CC(=O)N1CCC(N(C(=O)Nc2ccc(C)c(C)c2)C2CCCC2)CC1,1.5,10,-5.7,126,1,-2,0.5,3*,2%
COc1cccc(-n2nnc3c(=O)n(Cc4cccc(C)c4)cnc32)c1,-0.68,4,-2.7,123,1.1,-1,0.61,-0.021,4%
Cc1cc(C(=O)OCC(=O)NC(=O)NC(C)(C)C)c(C)o1,-0.25,5,-0.6,97,1.1,0,0.19,0.33,1%
Nc1nc(-c2ccccc2Br)cs1,0.52,6,-1.9,111,1.1,-2,-0.58,0.14,3%
CCOC(=O)C1CCN(C(=O)Cn2cc(C#N)c3ccccc32)CC1,-1.3,13,0.7,102,1.2,-5,·,-0.35,5%
CCC(C)Sc1nnc(Cc2cc(=O)[nH]c(=O)[nH]2)n1-c1ccc(F)cc1 (centres undefined),0.088,-5,0.9,114,1.1,-2,0.039,0.7,4%
Clc1ccc2nc(N3CCN(c4ccccc4)CC3)sc2c1,·,8,-2.1,88,1.1,-1,·,·,5%
COc1cccc(OC)c1C(=O)Nc1ccc(CN2CCCCC2)cc1,-0.12,7,0.2,80,1,-7,-0.0077,-0.56,2%
CCCCC(=O)N1CC2(C)CN(C(=O)CCCC)CC(C)(C1)C2=O,-0.31,-2,-3.1,85,1.1,2,·,0.13,10%
CCOC(=O)c1c(C)nc2ccccn12,-0.24,9,-3.4,108,1.1,-12,1.5,-0.085,6%
COc1ccc(-c2nc(CSCC(=O)N3CCN(c4cccc(C)c4)C(C)C3)c(C)o2)cc1OC (centres undefined),0.14,7,1.8,60,0.97,-4,12*,0.0007,2%
O=C1CC(c2ccncc2)c2cc3c(cc2N1)OCO3 (centres undefined),2.4*,7,0.2,109,1.1,-6,1.5,0.073,7%
CCN(CC)S(=O)(=O)c1ccc(C(=O)N2CCN=C2SC)cc1,16*,7,-1.8,119,0.9,0,-0.18,0.14,4%
CCSc1nnc(NC(=O)C(C)C)s1,0.47,5,-0.8,86,1.1,0,0.93,-0.042,2%
COc1ccc(N2CC(C(=O)NC3CC(C)(C)NC(C)(C)C3)CC2=O)cc1 (centres undefined),-0.14,6,-0.8,85,1.1,-3,-0.39,1.3,6%
COCCN1C(=O)C(CC(=O)Nc2ccc(C(C)=O)cc2)SC1=Nc1ccccc1 (centres undefined),3.9*,1,172*,108,1.1,0,0.0033,0.045,7%
CCC(C)c1ccc(O)c(NC(=O)c2cncc(Br)c2)c1 (centres undefined),-0.47,3,2.5,128,1,4,1.1,-0.2,3%
CCOP(=O)(c1ccccc1Cl)C1(O)CCCCC1 (centres undefined),-0.0078,11,-6.2,-28*,0.87,0,0.84,0.013,8%
CN(C(=O)c1ccccc1)C1(C)CCS(=O)(=O)C1 (centres undefined),-0.11,11,-1.0,49,1.1,1,0.11,0.23,3%
Cn1c(Cn2nnc3ccccc32)nnc1SCC(=O)c1ccc(F)cc1,-0.06,-3,-4.6,89,1.1,-3,-0.027,-1.2,3%
C#CC(C)(C)NC(=O)CSc1nc2c(c(=O)n(C)c(=O)n2C)n1CCCC,-0.83,6,-1.0,94,1.1,-2,-0.53,-0.047,1%
CCCC(=O)Nc1cc(Cl)ccc1N1CCN(C(=O)CC)CC1,0.35,-1,0.7,75,1,-1,-0.52,0.89,7%
CC(C)Oc1ccc(NC(=O)Oc2ccccc2)cc1,-1.2,5,1.0,98,1.1,-3,-2.6,0.038,6%
COc1ccc(OC)c2sc(NC(=O)C3CC3)nc12,0.33,2,-4.6,97,1.2,-2,3.9*,-0.0053,1%
O=C(O)c1cc(NCc2ccccc2C(F)(F)F)ccc1N1CCOCC1,0.0049,12,-5.3,99,1.2,-5,0.63,-0.044,3%
O=C(Nc1ccc(-c2nc3ncccc3o2)cc1)c1ccco1,-0.034,8,0.4,88,2.6*,-3,-2.1,0.18,20%
CCCC(C(=O)NCC1CCCO1)N(Cc1ccco1)C(=O)CNS(=O)(=O)c1ccc(F)cc1 (centres undefined),-0.14,6,-0.4,125,1.1,-4,-0.8,0.29,2%
CCCCCn1c(N2CCN(Cc3ccccc3)CC2)nc2c1c(=O)[nH]c(=O)n2C,0.75,9,1.4,83,1,0,1.5,-1.1,2%
O=C(O)CCN1C(=O)C2C3C=CC(C3)C2C1=O (centres undefined),-0.14,-5,-0.3,98,1.1,-2,0.022,0.13,7%
O=C(Nc1ccc(OC(F)(F)F)cc1)c1cnc2n(c1=O)CCS2,1.2,2,-1.8,90,1.1,-1,·,-0.44,4%
Cc1ccc(C(=O)NC2CC3CCCC(C2)N3C(=O)NC2CCCCC2)cc1 (centres undefined),0.27,10,-1.7,115,1.1,-2,-0.089,0.48,5%

3 entries from above, sorted by heavy-atom count, high to low:
compound,M1 agonist,E coli RNAP,5HT1a ag,Her2 expr inh,Autofluor 339,Hsp90 block,D1 allo mod,M1 antag,NADH coupling
CCCC(C(=O)NCC1CCCO1)N(Cc1ccco1)C(=O)CNS(=O)(=O)c1ccc(F)cc1 (centres undefined),-0.14,6,-0.4,125,1.1,-4,-0.8,0.29,2%
C#CC(C)(C)NC(=O)CSc1nc2c(c(=O)n(C)c(=O)n2C)n1CCCC,-0.83,6,-1.0,94,1.1,-2,-0.53,-0.047,1%
O=C(O)CCN1C(=O)C2C3C=CC(C3)C2C1=O (centres undefined),-0.14,-5,-0.3,98,1.1,-2,0.022,0.13,7%

High-throughput results from PubChem.
